Screens from PubChem.
ERAP1 inh = human ERAP1 aminopeptidase inhibitors, primary screen, biochemical, single point, plate reader; recombinant ERAP1, Leu-AMC fluorescence, 60 min; Endoplasmic reticulum aminopeptidase 1 (Homo sapiens), Q9NZ08; 0.15% of 340,000 active; inhibition, % at 10.7 µM;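 active means mean replicate inhibition of at least 30%, or all replicates individually reaching that 30% level; inactive means mean below 30% and not every replicate reaching it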;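 further: 0% = neutral control wells and 100% = L-leucinethiol positive control wells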
Target sequence (Q9NZ08 whole entry, looked up): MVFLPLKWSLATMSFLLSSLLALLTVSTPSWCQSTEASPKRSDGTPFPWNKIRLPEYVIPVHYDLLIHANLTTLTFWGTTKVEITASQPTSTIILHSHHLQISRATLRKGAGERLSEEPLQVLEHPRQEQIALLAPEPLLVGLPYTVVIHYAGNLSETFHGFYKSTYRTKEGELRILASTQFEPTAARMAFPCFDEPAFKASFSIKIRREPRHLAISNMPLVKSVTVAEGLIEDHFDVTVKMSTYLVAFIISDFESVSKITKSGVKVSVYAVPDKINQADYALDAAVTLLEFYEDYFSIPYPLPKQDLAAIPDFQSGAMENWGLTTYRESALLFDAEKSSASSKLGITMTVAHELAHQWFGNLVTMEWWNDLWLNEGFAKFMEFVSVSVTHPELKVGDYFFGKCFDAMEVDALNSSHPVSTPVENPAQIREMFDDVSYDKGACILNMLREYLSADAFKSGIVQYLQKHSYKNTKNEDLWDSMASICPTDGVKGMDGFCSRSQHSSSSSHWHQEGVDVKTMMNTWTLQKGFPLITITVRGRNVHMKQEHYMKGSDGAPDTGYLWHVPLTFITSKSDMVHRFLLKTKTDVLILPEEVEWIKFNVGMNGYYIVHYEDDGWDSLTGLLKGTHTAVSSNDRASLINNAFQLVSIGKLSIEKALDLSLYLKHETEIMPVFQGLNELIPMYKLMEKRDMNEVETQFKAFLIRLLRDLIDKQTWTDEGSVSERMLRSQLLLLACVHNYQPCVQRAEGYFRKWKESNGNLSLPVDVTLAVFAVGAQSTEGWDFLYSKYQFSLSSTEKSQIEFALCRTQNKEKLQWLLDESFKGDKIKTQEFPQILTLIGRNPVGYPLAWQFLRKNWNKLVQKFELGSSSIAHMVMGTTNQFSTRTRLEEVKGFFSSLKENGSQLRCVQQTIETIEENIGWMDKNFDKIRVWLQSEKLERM
PglD inh = C. jejuni PglD acetyltransferase inhibitors, primary screen, biochemical, DTNB colorimetric, single point; UDP-N-acetylbacillosamine N-acetyltransferase PglD (Campylobacter jejuni); purified PglD enzyme, DTNB colorimetric CoA detection; inhibition, % at 12.5 µM; 0.098% of 360,000 active; AID 602405, 2012; in the data active means inhibition above about 16%, passing the limit was not always enough; further: strong numbers were not always called active
S100A4 MyoIIA = inhibitors of S100A4-myosin IIA peptide binding, primary screen, biochemical, fluorescence polarization, TAMRA-MyoIIA peptide; Protein S100-A4 (Homo sapiens), P26447; inhibition, % at 10.7 µM; 0.14% of 360,000 active;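 active means mean inhibition of at least 70% across replicates, with every replicate also reaching that level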
Target sequence (P26447 whole entry, looked up): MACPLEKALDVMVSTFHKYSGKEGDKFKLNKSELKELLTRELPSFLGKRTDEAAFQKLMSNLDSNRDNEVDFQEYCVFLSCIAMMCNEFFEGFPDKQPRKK
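Test system – S100A4 monomer (human) · Compound – single-point compound testing · Schedule – 5 min incubation before reading · Probe or stimulus – TAMRA-labelled myosin IIA heavy-chain peptide probe, 5 nM · Benchmarks – neutral control DMSO, positive control TFP · Medium – Calcium-containing HEPES buffer, pH 7.2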
FN deposition inh = inhibitors of fibronectin matrix deposition, primary screen, AH1F cells, Alexa488-fibronectin fluorescence, plate reader | AID 743247, 2014 | AH1F fibroblasts, overnight | 0.086% of 350,000 active | inhibition, % at 12.6 µM;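 active means mean inhibition across replicates of 30% or more, regardless of how many single replicates reach that level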;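 further: positive control wells lacked labelled fibronectin entirely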
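Material – AH1F fibroblast monolayer, labelled fibronectin deposition · Reagent – labelled fibronectin 24 nM · Timing – 1 h adhesion, overnight exposure · Measured by – fluorescence at 485 nm excitation, 525 nm emission · Read-out – inhibition of fibronectin deposition signal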
PGC1a acetyl inh = inhibitors of PGC1a acetylation signal, primary screen, cell-based, U2OS, AlphaScreen, inhibitor mode | AlphaScreen anti-acetyl-lysine; with virally co-expressed GCN5 acetyltransferase | inhibition, % at 15.6 µM | 0.17% of 350,000 active;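 active means every replicate shows inhibition of at least 40%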;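 further: 0% = neutral control wells and 100% = positive control wells; some results beyond the cut were filed as inactive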
EWS-Fli inh = EWS/Fli-driven NR0B1 reporter inhibitors, primary screen, A673 cells, NR0B1 luciferase, luminescence, MLPCN library; viability-normalised; inhibition, % at 12.6 µM; 0.67% of 350,000 active;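 active means mean inhibition of at least 50% after viability correction, with every replicate also passing that limit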;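 further: firefly luciferase signal divided by Alamar Blue viability fluorescence both relative to DMSO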
PAX8 reporter = inhibitors of PAX8-driven TPO luciferase reporter, primary screen, RMG-I cells, single concentration. SteadyGlo, 24 h. 1.2% of 360,000 active. inhibition, % at 12.6 µM;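 active means mean replicate inhibition at least 60% with every replicate also reaching 60%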;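 further: luciferase light reporting Pax8 driven TPO promoter activity; plate controls were median of neutral control wells for no effect and mitoxantrone controls for full effect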
LGR2 inh = inhibitors of bursicon-induced LGR2 CRE-luciferase signal, primary screen, cell-based, HEK293, CRE-luciferase reporter, bursicon stimulation; Drosophila bursicon receptor LGR2 (rickets); 0.35% of 380,000 active; AID 720647, 2013; bursicon-stimulated, 4 h; inhibition, % at 9.99 µM;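 active means drop in luminescence signal, shown as inhibition above about 50% in the replicate tests, limit read from the data, passing the limit was not always enough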;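 further: agonist challenge used bursicon conditioned medium at about half maximal strength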
The depositor's hits bear a star; / = no result given; & = joins results of further samples. Not a hit list, and some 2.1% of all compounds hit somewhere here.

SMILES	ERAP1 inh	PglD inh	S100A4 MyoIIA	FN deposition inh	PGC1a acetyl inh	EWS-Fli inh	PAX8 reporter	LGR2 inh
CC1=C(C(=O)N(C)C)CC(CC(=O)NCC2CCCCC2)C(=O)N1CCC1=CCCCC1 (centres undefined)	-1	-1	-2	4	14	0	7	/
S=C(Nc1ccccc1)Nc1ccccc1-n1cccc1	-1	0	0	7	3	21	19	/
C=CCN(C(=O)CCC(=O)Nc1cc(C)on1)C(C(=O)NC1CCCC1)c1ccc(OC)cc1OC (centres undefined)	-3	2	-1	-6	1	2	12	-31
CO[C@@H]1CN(C)C(=O)c2ccc(NC(=O)c3nc4ccccc4s3)cc2OC[C@H](C)NC[C@@H]1C	2	0	-6	-2	-11	-4	/	8
CC(=O)NCCNc1nc2cc(-c3ccc(C)cc3)sc2c(=O)n1C	3	7	-10	/	-9	-11	-3	-25
Cc1ccsc1/C=N/NC(=O)c1nnn(-c2nonc2N)c1-c1ccccc1	-1	-1	-7	-2	/	-12	3	3
CCOc1cc(/C=C2\C(=O)NN(c3ccccc3)C2=O)cc([N+](=O)[O-])c1O	9	/	1	6	0	-10	-2	-34
Cc1ccn(CC(=O)N2CCCC(Nc3ccc(F)c(F)c3)C2)n1 (centres undefined)	-2	-9	0	/	2	-2	-1	3
Cc1ccc(CN=c2c([N+](=O)[O-])nn(-c3ccc(Cl)cc3)n2O)cc1	/	-3	-4	-1	10	-47	-44	4
COc1cccc(Nc2nc(NCCO)nc(N3CCCC3)n2)c1	1	1	-2	-4	/	-3	-1	30
COc1cccc(CN(CC(=O)NCc2ccccc2)C(=O)c2csnn2)c1	-1	0	4	-4	/	-2	-7	-7
C[C@@H]1CN([C@@H](C)CO)C(=O)Cc2cc(N(C)C)ccc2O[C@@H]1CN(C)Cc1ccc(C(F)(F)F)cc1	0	2	2	/	-6	2	-3	17
COc1ccc(CCN(C)C2CCCN(S(=O)(=O)c3ccccc3F)C2)cc1OC (centres undefined)	1	-2	4	-21	0	10	-23	16
Cc1ccccc1NC(=O)c1csc2c1CCCC2	/	-2	/	-9	0	/	/	6
Cc1cccc(S(=O)(=O)N/N=c2\sc3ccccc3n2C)c1	2	-6	-6	0	3	-22	-36	-40
C[C@@H]1CCCCO[C@@H](CN(C)C(=O)C2CCCCC2)[C@H](C)CN([C@H](C)CO)C(=O)c2cc(NC(=O)C3CCCCC3)ccc2O1	1	3	-10	/	2	17	-8	-7
COc1ccc(NC(=O)CCNS(=O)(=O)c2ccc3c(c2)CC(C)N3C(=O)C2CC2)cc1 (centres undefined)	0	0	-6	4	-39	/	13	-6
COCCNC(=O)C[C@@H]1C[C@@H]2c3cc(NC(=O)C4CCOCC4)ccc3O[C@@H]2[C@@H](CO)O1	3	-4	2	3	-7	-4	-25	-13
CSc1ccccc1C(=O)OCC(=O)N1CCCCCC1	1	-3	-1	-2	-1	-60	-55	-9
COc1cc(OC)c2c(-c3ccccc3)cc(=O)oc2c1C(CCN1CCOCC1)c1ccc(N(C)C)cc1 (centres undefined)	0	3	-2	-11	3	-4	4	-6
CC(CCc1ccccc1)N(C)CC(O)c1cccc([N+](=O)[O-])c1 (centres undefined)	1	3	-5	-1	6	7	8	-1
COc1ccc(CNC(=O)CCC(=O)Nc2nnc(CC(C)C)s2)cc1	1	7	33	4	2	-16	-5	2
COc1ccc(-n2nc(C(=O)NCC(=O)N3CCN(Cc4ccccc4)CC3)c3ccccc3c2=O)c(OC)c1	-2	-2	6	3	/	7	24	-10
Nn1c(SCC(=O)Nc2nccs2)nnc1-c1ccccn1	4	0	4	2	/	-5	-5	-1
O=[N+]([O-])c1cc2ncccc2c2ncccc12	-5	-8	-13	-5	-24	-13	24	15
O=C(O)C1CC1(c1ccccc1)c1ccccc1 (centres undefined)	-4	-5	8	1	-6	2	9	-9
CCCC(=O)Nc1ccc2c(c1)C(=O)N(C)[C@@H]1CC[C@H](CC(=O)NCc3cccc(F)c3)O[C@H]1CO2	3	4	-7	-3	2	4	0	19
O=C(NCCCN1CCOCC1)C1CC(=O)N(c2ccccc2)C1 (centres undefined)	3	/	-6	2	1	-2	13	-1
CNC[C@@H]1OCCCC[C@@H](C)Oc2ccc(NC(=O)c3ccccc3)cc2C(=O)N([C@@H](C)CO)C[C@@H]1C	0	-1	-9	/	13	-3	12	6
Cc1ccc2oc(=O)n(CCC(=O)Nc3ccc(N4CCOCC4)cc3)c2c1	-1	1	-1	4	-2	-1	13	8
CC(C)c1cccc(C(C)C)c1NC(=O)c1ccccc1	-2	-5	0	0	-3	2	-19	/
COc1ccc(C(=O)Nc2cc(-c3ccc(C)cc3)no2)cc1	3	5	-4	0	2	-42	-94	-10
C[C@@H]1CCCCO[C@@H](CN(C)C(=O)Nc2ccc3c(c2)OCO3)[C@@H](C)CN([C@@H](C)CO)C(=O)c2cc(NC(=O)CCC(F)(F)F)ccc2O1	1	/	3	/	-2	-4	/	8
CCN(CC)Cc1ccccc1Sc1ccccc1	1	/	-9	6	/	-9	17	-5
Cc1cccc(C)c1OCC(=O)Nc1ccccc1C(=O)N1CCOCC1	2	-5	-3	2	/	/	6	2
O=C(CN1CCOCC1)N1CC(=O)N2[C@@H](CO)[C@H](c3ccc(-c4cccc(F)c4)cc3)[C@@H]2C1	0	/	21	-16	6	-1	/	-9
C[C@@H]1CN([C@@H](C)CO)C(=O)c2cc(NC(=O)C3CC3)ccc2O[C@@H]1CN(C)C(=O)Nc1ccccc1	2	-1	12	/	/	-17	-8	-5
Cc1ccc(S(=O)(=O)N[C@H](C(=O)OCC(=O)NC(=O)c2cccn2C)C(C)C)cc1	-1	2	0	/	-1	9	12	-10
Cn1c2ccccc2c(=O)c2cc(C#CC3=CCCCC3)ccc21	/	-5	-15	-8	14	-34	-13	9
CC(C)NC(=O)N(C)C[C@H]1Oc2ccc(NC(=O)C3CC3)cc2C(=O)N([C@@H](C)CO)C[C@@H]1C	1	0	8	/	4	7	-21	3
CC12CC3CC(C)(C1)CC(C(=O)N1CCN(C(=O)C4CCCO4)CC1)(C3)C2 (centres undefined)	-1	-1	16	2	4	3	-2	2
S=C(NCCc1ccccc1)N1CCN(C23CC4CC(CC(C4)C2)C3)CC1	0	0	-4	2	-12	5	-5	13
COCCSc1nnc(NC(=O)c2cc(C(=O)OC)cc([N+](=O)[O-])c2)s1	1	/	-2	10	/	11	8	2
O=C(C[C@@H]1CC[C@H]2[C@@H](COC[C@@H](O)CN2CCC(F)(F)F)O1)NCc1ccc2c(c1)OCO2	-2	-3	0	-9	-2	2	4	-6
CCc1cc(C(=O)N2CCCC(C(=O)c3ccc(C(F)(F)F)cc3)C2)n(C)n1 (centres undefined)	3	-2	-4	1	2	0	5	-6
CCCCCCCN1C(N(C)C)=NC[C@@H]1Cc1ccccc1	1	4	10	-10	8	3	15	/
Cc1ccc(S(=O)(=O)N(C)CCCC(=O)Nc2cccc3ccccc23)cc1	1	/	0	-1	-7	-6	13	/
CC12CCCC(C(C#N)C(N)=O)(C1)NC(=O)C2C#N (centres undefined)	-2	-1	2	-1	-1	9	-21	-9
COc1ccc([C@H]2C=C(C(=O)O)O[C@@H](OCCCCO)C2)cc1	3&-2	4&0	-11&-5	1	5	-2&-3	-14&0	6
COc1ccc(-c2ccc([C@H]3[C@H]4CN(C(=O)Cc5ccccn5)CC(=O)N4[C@H]3CO)cc2)cc1	/	/	/	6	4	1	/	-8

Continued.
SMILES	ERAP1 inh	PglD inh	S100A4 MyoIIA	FN deposition inh	PGC1a acetyl inh	EWS-Fli inh	PAX8 reporter	LGR2 inh
O=c1[nH]c(/C=C/c2ccccc2)c([N+](=O)[O-])c(=O)[nH]1	-2	-151	-4	1	3	5	-5	20
FC(F)(F)c1cccc(-c2ccn3ncnc3n2)c1	7	/	27	-7	/	6	-1	32
C[N+](C)(C)CC(=O)N1CCN(c2ccc3ccccc3n2)CC1	1	4	0	20	3	-3	-7	9
O=C(NC(Cc1ccccc1)C(=O)O)/C(=C/c1ccco1)NC(=O)c1cccc([N+](=O)[O-])c1 (centres undefined)	0	4	2	-10	/	2	-8	-19
CCCNc1c(NS(=O)(=O)c2cccc(C#N)c2)c(=O)oc2ccccc12	-2	-3	11	-8	-10	-12	0	8
COc1ccc(CC(=O)N/N=C\c2cc(Br)c(O)c(Br)c2)cc1	0	7	1	-3	/	-4	23	-6
O=C(O)CSc1nnc(Cc2ccccc2)n1Cc1ccccc1	/	-1	/	-4	5	/	/	8

Molecules from the list above that have a halogen (eleven):
SMILES	ERAP1 inh	PglD inh	S100A4 MyoIIA	FN deposition inh	PGC1a acetyl inh	EWS-Fli inh	PAX8 reporter	LGR2 inh
Cc1ccn(CC(=O)N2CCCC(Nc3ccc(F)c(F)c3)C2)n1 (centres undefined)	-2	-9	0	/	2	-2	-1	3
Cc1ccc(CN=c2c([N+](=O)[O-])nn(-c3ccc(Cl)cc3)n2O)cc1	/	-3	-4	-1	10	-47	-44	4
C[C@@H]1CN([C@@H](C)CO)C(=O)Cc2cc(N(C)C)ccc2O[C@@H]1CN(C)Cc1ccc(C(F)(F)F)cc1	0	2	2	/	-6	2	-3	17
COc1ccc(CCN(C)C2CCCN(S(=O)(=O)c3ccccc3F)C2)cc1OC (centres undefined)	1	-2	4	-21	0	10	-23	16
CCCC(=O)Nc1ccc2c(c1)C(=O)N(C)[C@@H]1CC[C@H](CC(=O)NCc3cccc(F)c3)O[C@H]1CO2	3	4	-7	-3	2	4	0	19
C[C@@H]1CCCCO[C@@H](CN(C)C(=O)Nc2ccc3c(c2)OCO3)[C@@H](C)CN([C@@H](C)CO)C(=O)c2cc(NC(=O)CCC(F)(F)F)ccc2O1	1	/	3	/	-2	-4	/	8
O=C(CN1CCOCC1)N1CC(=O)N2[C@@H](CO)[C@H](c3ccc(-c4cccc(F)c4)cc3)[C@@H]2C1	0	/	21	-16	6	-1	/	-9
O=C(C[C@@H]1CC[C@H]2[C@@H](COC[C@@H](O)CN2CCC(F)(F)F)O1)NCc1ccc2c(c1)OCO2	-2	-3	0	-9	-2	2	4	-6
CCc1cc(C(=O)N2CCCC(C(=O)c3ccc(C(F)(F)F)cc3)C2)n(C)n1 (centres undefined)	3	-2	-4	1	2	0	5	-6
FC(F)(F)c1cccc(-c2ccn3ncnc3n2)c1	7	/	27	-7	/	6	-1	32
COc1ccc(CC(=O)N/N=C\c2cc(Br)c(O)c(Br)c2)cc1	0	7	1	-3	/	-4	23	-6

Reformatted: entries from further up.
SMILES,ERAP1 inh,PglD inh,S100A4 MyoIIA,FN deposition inh,PGC1a acetyl inh,EWS-Fli inh,PAX8 reporter,LGR2 inh
FC(F)(F)c1cccc(-c2ccn3ncnc3n2)c1,7,/,27,-7,/,6,-1,32
C[N+](C)(C)CC(=O)N1CCN(c2ccc3ccccc3n2)CC1,1,4,0,20,3,-3,-7,9
